# Assay outcomes deposited in PubChem BioAssay by The Scripps Research Institute Molecular Screening Center.
# S1P3 antag = antagonists of human S1P3 receptor. Q99500. CHO S1P3 NFAT-BLA reporter, FRET fluorescence, antagonist mode. inhibition, % at 4.98 µM. 170,000 compounds, 0.27% hits. AID 485;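 active = inhibition above the plate cutoff, the mean inhibition of test wells on that plate plus 3 SD, cut at about 28% in these data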;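 note: cells challenged with S1P at its EC80 of 0.8 µM; blue over green emission ratio from cleaved BLA substrate after 4 h stimulation; 0% = S1P-stimulated wells and 100% = unstimulated DMSO-only wells; some compounds past the cut are filed as inactive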
# Target sequence (Q99500 whole entry, looked up): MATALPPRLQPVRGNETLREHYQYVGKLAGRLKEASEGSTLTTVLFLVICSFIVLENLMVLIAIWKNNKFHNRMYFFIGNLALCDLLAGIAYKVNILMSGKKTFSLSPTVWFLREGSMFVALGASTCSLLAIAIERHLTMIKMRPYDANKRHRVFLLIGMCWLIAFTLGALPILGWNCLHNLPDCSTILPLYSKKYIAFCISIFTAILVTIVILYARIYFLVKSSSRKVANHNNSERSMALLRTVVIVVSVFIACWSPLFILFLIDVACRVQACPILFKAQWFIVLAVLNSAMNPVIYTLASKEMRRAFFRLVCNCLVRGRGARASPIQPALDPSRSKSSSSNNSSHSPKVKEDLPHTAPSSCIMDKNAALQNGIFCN
# Active calls of the source: *. An excerpt. The share of hits here may be higher or lower than overall.
structure	S1P3 antag
COc1ccc(NS(=O)(=O)c2cc(NC(=O)c3cc(F)c(F)c(F)c3F)ccc2N2CCCC2)cc1	-6.0
CC(=O)Nc1nc(C)c(C(C)C)s1	-6.0
COc1cc(/C=N/NC(=O)Cn2cnc3c2c(=O)n(C)c(=O)n3C)cc(OC)c1OC	1.2
CCCc1ccc(C(=O)NNc2ccccc2F)cc1	7.0
CCOC(=O)c1cnc(-n2nc(C)cc2C)nc1Oc1ccc(C#N)cc1	14.1
CCC1CCCCN1Cc1nc(Cc2ccccc2Cl)no1 (stereo not drawn)	-13.3
CN(C)c1ccc(/C=C2\SC(=O)N(CCc3nnc(N)s3)C2=O)cc1	4.1
O=S(=O)(c1ccc(NC(=S)NCc2cccnc2)cc1)N1CCCCC1	-0.2
CC(NC(=O)NNC(N)=S)(C(F)(F)F)C(F)(F)F	-18.7
CCCc1nc2oc3c(NCCN4CCOCC4)ncnc3c2c2c1CCCC2	-15.2
Cc1ccc(C(=O)N/N=C/c2cn(Cc3ccccc3)c3ccccc23)cn1	9.5
CNc1ccc(Br)cc1C(O)c1ccccc1 (stereo not drawn)	6.2
Cc1cccc(C(=O)N[C@H](C(=O)Nc2cccc(S(=O)(=O)N3CCCC3)c2)C(C)C)c1	-8.6
O=c1[nH]c2ccsc2c(=O)n1CCO	-4.8
CCC(C)(C)c1ccc(Oc2cccc(C(=O)O)c2)cc1	-6.5
CCOc1ccc(C(=O)n2cnnc2N)cc1	-8.0
Cc1ccc(-n2c(SCC(=O)N/N=C/c3ccccc3OCC(=O)O)nc3ccccc3c2=O)cc1	-6.1
CCCCCC(=O)Nc1ncc2c(n1)CC(c1cccs1)CC2=O (stereo not drawn)	-6.6
COc1ccc(OCC(=O)Nc2cc(-c3nn(C)c(=O)c4ccccc34)ccc2N2CCOCC2)cc1	-0.1
CCC1(c2ccc(Cl)cc2)NC(=S)N(c2ccc(C)c(C)c2)N1 (stereo not drawn)	14.6
O=C(Nc1ccc(S(=O)(=O)N2CCOCC2)cc1)c1ccc([N+](=O)[O-])o1	3.0
CCN(C(=O)c1cnc(NC(C)C)cc1C(F)(F)F)c1ccc(Cl)cc1Cl	4.9
CN(C)CCCNC(=O)c1cc(Br)ccc1O	3.5
CC(C)(/C=N/O)N(O)C=C1C=CC(=O)C=C1	-16.1
COc1ccc(OC)c2c(C)c(C)[nH]c12	-12.8
CC(C)(C)c1ccc(C(=O)NNC(=S)NCc2ccco2)cc1	2.2
O=C(Nc1cccc(Cl)c1)Nn1cnnc1	-8.7
Cc1ccc2ncnc(Oc3ncccc3[N+](=O)[O-])c2c1	3.7
Cc1nc(C)c(C(=O)O)s1	3.0
CC(C)n1cc(/C(N)=N/O)c(=O)n(Cc2ccccc2)c1=O	2.2
COc1ccc(C(=O)NNC(=O)c2cc3cc(OC)ccc3oc2=O)cc1	-1.5
COc1cccc(-c2csc(NC3OC(=O)c4c3ccc(OC)c4OC)n2)c1 (stereo not drawn)	-6.3
O=C(Cc1ccccc1)NNC(=S)NC(=O)c1cccnc1	-1.6
O=C(O)c1ccccc1-n1c2ccccc2c2ccccc21	0.9
CN1C=CC(=CC=C2C=CC(=O)C=C2)C=C1	9.8
O=C1C(C2=NC(c3ccccn3)C3C(=O)N(c4ccccc4)C(=O)C23)=C(O)c2ccccc21 (stereo not drawn)	-5.3
CC#CC[N+](C)(C)CC(=O)c1ccccc1	1.6
CCOc1ccc(NC(=S)N(C)C)cc1	7.1
CC(=O)c1c(COC(=O)c2ccc(F)cc2)nc2ccccc2[n+]1[O-]	-3.9
Cc1ccc(S(=O)(=O)N/N=C/c2cccc3nccnc23)cc1	-9.7
CCOC(=O)C1=C(Nc2ccc(Cl)cc2)OCC1=O	-8.7
CCOc1ccc2nc(N/C(N)=N/S(C)(=O)=O)nc(C)c2c1	-2.4
COc1ccc2c(=O)c3c(=O)n(-c4ccccc4)c(-c4ccc(C)cc4)nc3oc2c1	-2.5
COc1ccccc1Nc1nc(N)nc(CSC(=S)N2CCCCC2)n1	3.5
O=C(N=c1ccn(-c2nc3ccccc3nc2NS(=O)(=O)c2ccc(Cl)cc2)cc1)c1ccccc1Cl	-2.6
COc1ccc(OC)c(CC(NC(C)=O)C(=O)NC2CCN(c3nc(C)cc(C)c3C#N)CC2)c1 (stereo not drawn)	11.6
CC(C)(C)C(=O)OC/C(N)=N/OC(=O)c1ccccc1	8.1
CN1CCN(C2=NC(=O)/C(=C/c3cn[nH]c3-c3ccccc3)S2)CC1	-19.3
COc1cccc(NC(=O)CNC(=O)c2ccc([N+](=O)[O-])cc2)c1	-9.3
O=C(Nc1cc(Cl)cc(Cl)c1)N1CCCN(Cc2ccccc2)CC1	-5.5
COc1ccc(OC)c2c1sc(=NC(=O)C1CC1)n2C	11.8
CC(C)(C)c1ccccc1NC(=O)c1ccc2c(c1)SC1=NS(=O)(=O)CCN12	-3.3
COc1ccc(NS(=O)(=O)c2ccc(NC(=O)C(CCSC)NC(N)=O)cc2)cc1 (stereo not drawn)	11.6
O=C(O)c1ccccc1-n1ncc2c1/C(=C/c1ccc(Cl)cc1)CC2	2.8
COc1cc(-c2nnc3sc(-c4cccnc4)nn23)cc(OC)c1OC	-25.0
O=[N+]([O-])CC(=Nc1ccc(F)cc1)N/N=C\c1oc(O)c2ccccc12	-6.6
CC(NC(=O)/C(C#N)=C/c1ccco1)c1ccccc1 (stereo not drawn)	-2.9
O=C(N/N=C/c1cc(Cl)cc([N+](=O)[O-])c1O)c1cc(-c2ccccn2)nc2ccccc12	-14.7
CCCN1C(=O)/C(=C/c2c(N3CCNC(=O)C3CC(=O)OCC)nc3c(C)cccn3c2=O)SC1=S (stereo not drawn)	15.0
Cc1ccc(NC(=O)CSc2nnc(-c3ccccn3)n2N)c(Br)c1	-2.9

# Next structures follow:
SMILES	S1P3 antag
COc1cc([N+](=O)[O-])cc(/C=N/NC(=O)c2cc(C)nc3ccccc23)c1O	-22.8
COc1ccc(N2C(=O)Cc3c2nc(N)c(C#N)c3N)cc1	-11.9
C=CCn1c(=S)[nH]c2scc(-c3ccco3)c2c1=O	-9.2
Cc1cc(C)c(C#N)c(SC(C(=O)NC(C)(C)C)c2ccccc2)n1 (stereo not drawn)	-7.3
CCn1nc(NC(=O)Cc2ccc(OC)cc2)c2cc3cccc(C)c3nc21	8.5
CN(CC(=O)Nc1cccc(F)c1)CC(=O)Nc1cccc(S(=O)(=O)N2CCCCCC2)c1	-5.1
COc1ccc(C2OC3=C(Nc4cc(C)c(C)cc4N3)C2=O)cc1 (stereo not drawn)	-1.5
CN(C)c1ccc(/C=C(\C#N)C(=O)c2ccccc2)cc1	-12.9
CCCn1c(SCC(=O)NNC(=O)c2ccccc2)nnc1-c1cccnc1	-6.1
FC(F)(F)c1ccnc(Oc2ccc(C3=NCCS3)cc2)c1	7.8
COC(=O)CSc1[nH]c2ccc(F)cc2c1[N+](=O)[O-]	-2.3
O=C(CN1C(=O)CSc2ccc(C(F)(F)F)cc21)Nc1ccccc1	-2.5
C=C(C)Cn1c(NCCC)nc2c1c(=O)n(C)c(=O)n2C	-44.3
CCCSc1nnc(NC(=O)Nc2ccc(C)cc2)s1	-14.3
COc1ccc(CCC(=O)Nc2ccc(Cl)c(S(=O)(=O)N3CCCC3)c2)cc1	9.0
[O-]C1=N/[N+](=C/c2ccccc2)CC1	-13.9
COc1ccc(C2CC(=O)c3cnn(-c4nc(C)cc(C)n4)c3C2)cc1OC (stereo not drawn)	-14.1
CN(C)/C=C1\SC(=S)N(c2ccc(F)cc2)C1=O	2.3
CCCCCCC(=O)Nc1ccc(Br)cn1	18.4
CCOC(=O)C(=CNc1ccc(S(N)(=O)=O)cc1)C(=O)OCC	-5.3
Cc1ccc(N2CCN(/N=C/C3=C(N4CCOCC4)C(=C\c4ccccc4)/CC3)CC2)cc1	12.3
CCC(C)c1ccccc1NC(=O)C(C)NCCN(C)C (stereo not drawn)	-11.9
Brc1cccc(CNc2nc3ccccc3n2CCN2CCCCC2)c1	4.3
N#Cc1c(N)nc(Sc2ccc(Cl)cc2)c(C#N)c1-c1ccccc1Cl	4.4
COc1ccc(CCNC(=O)c2cc3c(=O)n4cccc(C)c4nc3n(Cc3ccncc3)c2=N)cc1	10.9

# Exported as labelled records: 2 of the compounds above
smiles: Cc1cc(C)c(C#N)c(SC(C(=O)NC(C)(C)C)c2ccccc2)n1 (stereo not drawn)
  S1P3 antag: -7.3

smiles: CCn1nc(NC(=O)Cc2ccc(OC)cc2)c2cc3cccc(C)c3nc21
  S1P3 antag: 8.5

# 5 records drawn at random from those above:
SMILES	S1P3 antag
FC(F)(F)c1ccnc(Oc2ccc(C3=NCCS3)cc2)c1	7.8
COc1ccc(CCC(=O)Nc2ccc(Cl)c(S(=O)(=O)N3CCCC3)c2)cc1	9.0
COc1ccc(C2OC3=C(Nc4cc(C)c(C)cc4N3)C2=O)cc1 (stereo not drawn)	-1.5
COC(=O)CSc1[nH]c2ccc(F)cc2c1[N+](=O)[O-]	-2.3
CCC(C)c1ccccc1NC(=O)C(C)NCCN(C)C (stereo not drawn)	-11.9

# (list continues)
SMILES	S1P3 antag
C/C(=N\Nc1ccc2nncn2n1)c1ccco1	-1.1
c1ccc(C2=NN(c3ccccc3)CC2)cc1	4.6
CCCCCCCCn1c(=O)c(C(=O)OC)c(N)c2ccccc21	-0.6
O=C(O)CCC(=O)N1CCN(c2ncccc2C(F)(F)F)CC1	3.8
Cc1onc(-c2c(Cl)cccc2Cl)c1C(=O)N=C(N)N1CCOCC1	-12.2
Cc1onc(-c2ccccc2)c1C(=O)Nc1ccc(S(=O)(=O)Nc2nccs2)cc1	-3.2
Cc1ccc(C(=O)N2CCN(c3ncnc4c(C)csc34)CC2)cc1	-7.5
O=C(O)/C=C/c1ccc2c(c1)OCCO2	-2.5
COc1ccc(/C=N/NC(=O)CCn2nnc3ccccc32)cc1	-6.7
S=c1[nH]nc(Cc2ccc(Cl)cc2)o1	-3.0
COC(=O)C1=COC(C)C2CN3CCc4c([nH]c5cc(OC)c(OC)cc45)C3CC12 (stereo not drawn)	1.2
Cc1nc(OCC(C)C)c2sc3nc4c(cc3c2n1)COC(C)(C)C4	7.8
CCCC1=C(C(=O)OCC)C(c2sccc2C)n2ncnc2N1 (stereo not drawn)	-7.7
CC(=O)Nc1ccc(NC(=O)c2ccc(Cl)nc2)cc1	-4.5
NNC(=O)[C@H](Cc1ccccc1)NC(=O)Nc1ccc2c(c1)OCCO2	5.2
COC(=O)c1c(C)[nH]c(C=Nc2ccc(OC)cc2)c1C	4.5
Cc1nc2cc(NC(=O)Nc3cccc(F)c3)ccc2n1C	13.9
Cc1nn(-c2ccccc2)nc1CNC(=O)CC(C)(C)C	-5.4
CCC(C)Sc1nc2c(c(=O)[nH]c(=O)n2C)n1Cc1ccccc1Cl (stereo not drawn)	-18.6
COc1ccccc1-n1c(=O)c(C#N)c(-c2ccc([N+](=O)[O-])cc2)c2cc(C(=O)c3ccccc3O)cnc21	5.6
O=C(NCCc1ccc(Cl)cc1)c1cnc2n(c1=O)CCS2	-13.0
Cc1ccc(N2CCCn3c2nc2c3c(=O)n(CC(=O)OCc3ccccc3)c(=O)n2C)cc1C	-23.9
OC(c1cc(-c2ccc(Cl)cc2)nc2ccccc12)C1CCCCN1 (stereo not drawn)	5.3
O=C(CCCC(=O)N/N=C/c1ccccc1C(=O)O)N/N=C/c1ccccc1C(=O)O	-3.0
NC(=O)C1(N2CCCCC2)CCN(S(=O)(=O)c2cc(Cl)sc2Cl)CC1	0.5
COc1ccc(/C=C/C(=O)O)cc1S(=O)(=O)NCc1ccco1	3.1
Cc1cc(NC(=O)c2c(-c3c(Cl)cccc3Cl)noc2C)n(C)n1	3.5
COc1ccc(-c2nnc(NC(=O)c3ccccc3C)o2)cc1	11.9
COc1ccc2c(c1)c1ncn(CC3CCCO3)c(=O)c1n2C (stereo not drawn)	3.1
N#Cc1cc[n+](CC(=O)c2ccc(NC(=O)c3ccccc3)cc2)cc1	-1.8
N#Cc1cccc(C#N)c1Oc1ccc(N)cc1	-0.3
S=C(NCc1ccccc1)Nc1ccc2cn[nH]c2c1	-15.5
O=C(NN(CC(O)COc1ccccc1)CC(O)COc1ccccc1)c1ccccc1 (stereo not drawn)	-2.5
Cc1ccc(CNC(=O)c2cc3c(=O)n4cccc(C)c4nc3n(CC3CCCO3)c2=N)cc1 (stereo not drawn)	-5.0
C#Cc1cccc(NC(=O)c2ccc(Cl)cc2Cl)c1	-4.6
COc1ccc(N2C(=O)C(CC(=O)Nc3ccc(Cl)cc3)N(NC(=O)c3cccc(F)c3)C2=S)cc1 (stereo not drawn)	7.1
Cc1ccccc1C(=O)Oc1ccc(-c2csnn2)cc1	7.2
Cc1ccc(Cl)cc1N1CCN(CC(O)COC(C)C)CC1 (stereo not drawn)	8.5
Cc1cccc(CC2S/C(=N/c3cccc(C)n3)NC2=O)c1 (stereo not drawn)	11.9
N#CC(=C=[N-])c1nc2ccccc2nc1-[n+]1cccc(NC(=O)c2ccc(F)cc2)c1	-3.5
CNS(=O)(=O)c1cccc(C(=O)OCC(=O)Nc2ccc(Cl)cn2)c1	-0.1
O=C(/C=C/Nc1ccccc1O)c1ccco1	-6.8
O=C(NNC(=O)c1c(F)cccc1F)c1ccccc1OC(F)(F)F	3.5
CC(=O)N[C@@H](Cc1ccc(OC(F)(F)F)cc1)C(=O)O	-10.9
CCC(=O)Oc1ccc2c(C)cc(=O)oc2c1C(=O)CC	8.2
COC(=O)[C@H](CC(C)C)NC(=O)Nc1ccccc1F	5.1
O=C(O)c1ccc(-c2nnn(Cc3cccc(C(F)(F)F)c3)n2)cc1	4.7
Cc1ccc(C2C3C(=O)N(c4ccccc4)C(=O)C3N3CCCN23)cc1 (stereo not drawn)	6.8
Cc1nc(SCC(=O)c2ccc(F)c(F)c2)[nH]c(=O)c1Oc1ccc(Cl)cc1	0.0
CCOC(=O)/C(C#N)=C1\C(=O)N(Cc2ccccc2)c2ccccc21	-9.0
CN(C)c1ccc(/C=C/C(=O)c2ccc(O)cc2)cc1[N+](=O)[O-]	-3.0
CN1CCSc2ccc(C(=O)Nc3cc(F)ccc3F)cc21	6.3
CC(=O)c1sc2nsc(SCCN3CCCCC3)c2c1N	-4.2
